Source: PubChem
Phagocytosis inh: inhibitors of macrophage phagocytosis, primary screen, imaging, J774A.1 cells, IgG beads | J774A.1 macrophage IgG-bead phagocytosis | inhibition, % at 5 µM | 110,000 compounds, 0.07% hits | AID 1029, 2008;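 active = inhibition above the mean of the plate negative controls plus 5 SD, cut at about 13% in these data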;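 note: phagocytic index as fraction of beads internalized from green versus red external bead signal; plate controls were DMSO negative control for no effect and cytochalasin-D positive control for full effect; some results beyond the cut were filed as inactive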
E-sel TNF inh: E-selectin induction blockers in HUVEC – imaging, immunofluorescence, high content, primary screen. HUVEC TNFa-induced E-selectin immunofluorescence. inhibition, % at 2 µM. 120,000 compounds, 0.71% hits. AID 1246, 2008;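 active = inhibition above the batch mean plus 3 SD, and confirmed as a hit on visual image review, cut at about 43% in these data; inconclusive = passes the inhibition cutoff but fails visual image review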;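 note: 0% = TNF-stimulated DMSO wells and 100% = unstimulated control wells; not every result past the cut was called active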
Yeast growth inh: growth inhibitors of yeast BB579 in restrictive medium, primary screen, yeast lifespan-shortening project, S. cerevisiae | AID 804, 2007 | OD615, 48 h | 140,000 compounds, 0.51% hits | inhibition, % at 10 µM;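 active = inhibition above a set limit, 3 SD over the mean compound inhibition, cut at about 44% in these data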; note: inactives centre near -24
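Assay system – yeast BB579 (DeaD) · Dosing – single compound dose of 10 µM, 0.25% DMSO final · Detection – OD615 turbidity measurement · Buffer or medium – CSMM-D restrictive synthetic medium containing dextrose (glucose) · Benchmarks – positive control amphotericin B 10 µg/mL · Incubation – 48 h exposure, 30 °C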
GALR2 blocker: GALR2 antagonists in receptor-expressing cells, primary screen. antagonist mode. inhibition, % at 4 µM. 140,000 compounds, 0.39% hits; in the data active = inhibition above about 27%;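 note: cells stimulated with galanin 1-16 at roughly its EC80; 0% = agonist challenge control and 100% = basal control without agonist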
Target sequence (O43603 whole entry, looked up): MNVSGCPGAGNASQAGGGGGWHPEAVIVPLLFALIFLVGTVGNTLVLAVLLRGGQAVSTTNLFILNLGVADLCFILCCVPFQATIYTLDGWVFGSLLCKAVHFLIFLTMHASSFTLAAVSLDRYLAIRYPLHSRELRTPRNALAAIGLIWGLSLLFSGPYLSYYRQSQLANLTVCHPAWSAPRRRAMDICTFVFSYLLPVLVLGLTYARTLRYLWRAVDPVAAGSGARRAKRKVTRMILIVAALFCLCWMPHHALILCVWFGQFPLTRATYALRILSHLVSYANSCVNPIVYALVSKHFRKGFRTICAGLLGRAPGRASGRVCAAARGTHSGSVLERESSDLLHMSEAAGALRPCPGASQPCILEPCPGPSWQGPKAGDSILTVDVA
NPY Y2 blocker: NPY-Y2 receptor antagonists, primary screen, cell-based; Neuropeptide Y receptor type 2 (Homo sapiens), P49146; NPY-Y2 expressing cells, antagonist mode; inhibition, % at 2.7 µM; 140,000 compounds, 0.99% hits; AID 793, 2007; in the data active = inhibition above about 17%;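 note: 0% = vehicle with agonist challenge and 100% = reference antagonist with challenge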
Target sequence (P49146 whole entry, looked up): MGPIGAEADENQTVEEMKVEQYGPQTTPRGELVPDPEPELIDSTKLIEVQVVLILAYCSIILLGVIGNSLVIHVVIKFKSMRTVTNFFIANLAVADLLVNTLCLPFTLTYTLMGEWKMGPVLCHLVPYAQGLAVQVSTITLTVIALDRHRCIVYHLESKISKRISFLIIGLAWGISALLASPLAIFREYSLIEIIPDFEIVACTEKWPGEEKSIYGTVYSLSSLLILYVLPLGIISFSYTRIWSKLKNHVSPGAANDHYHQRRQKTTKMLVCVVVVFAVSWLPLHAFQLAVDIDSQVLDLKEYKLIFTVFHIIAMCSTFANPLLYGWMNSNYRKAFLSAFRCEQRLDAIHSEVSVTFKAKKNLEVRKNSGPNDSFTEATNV
HCT116 bCat-KO: primary screen for growth suppressors in beta-catenin knockout HCT116 cells (colon tumor, human). AID 818, 2007. viability, % at 10 µM. HCT116 beta-catenin knockout viability, CellTiter-Glo, 60 h; stronger effect = lower value. 140,000 compounds, 1.5% hits;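 active = viability at or under a set limit, the compound median less 4 SD, cut at about 6% in these data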;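 note: 0% = Hyamine 1622 control at 20 µM and 100% = untreated cell control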
Yeast lifespan up: compounds extending yeast replicative lifespan, primary screen, S. cerevisiae, OD615 | S. cerevisiae growth with nicotinamide; deaD strain in restrictive glucose medium | inhibition of the nicotinamide effect, % at 10 µM | 130,000 compounds, 0.68% hits | AID 775, 2007;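 active = inhibition above a set limit, placed 3 SD over the median of all compounds, cut at about 26% in these data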;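 note: 0% = nicotinamide-treated wells and 100% = cells grown without nicotinamide; some compounds called inactive have numbers as strong as hits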
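Measured by: optical density (absorbance) at 615 nm; System: modified budding yeast, DeaD strain; Medium: restrictive CSMM-D dextrose medium; Timing: 4 h preincubation then 48 h treatment at 30 °C.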
MRP-1 activ: H69AR viability gain despite doxorubicin, primary screen, MRP-1 activator project, H69AR cells, CellTiter-Glo | 140,000 compounds, 0.61% hits | viability increase, % at 10 µM | viability rescue;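 active = viability gain under doxorubicin at or above a set limit, the compound median plus 3 SD, cut at about 4.7% in these data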;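 note: MRP-1 overexpressing cells given doxorubicin 25 µM after compound pretreatment; 18-22 h compound pretreatment then 72 h with doxorubicin before readout; 0% = doxorubicin-only wells and 100% = vehicle-treated cells without doxorubicin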
HCT116 PTEN-null: growth suppression of PTEN-null HCT116, primary screen, cell-based, CellTiter-Glo. HCT116 PTEN-null viability, 60 h; stronger effect = lower value. viability, % at 10 µM. 140,000 compounds, 1.2% hits;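 active = viability at or below a set limit, 4 SD under the median of all tested compounds, cut at about 3.7% in these data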;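 note: PTEN knockout HCT116 line with beta catenin targeted HCT116 as companion control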
Measles CPE: compounds protecting cells from measles virus cytopathic effect, primary screen, measles RdRp inhibitor project, single point, MLSMR library, absorbance; Measles virus-infected cells, CPE protection; protection (pct of control), % at 4 µM; 140,000 compounds, 1.5% hits; AID 841, 2007; in the data active = protection mostly above about 24%, no sharp cut-off; inactive = mostly below about 26%; note: some compounds called inactive have numbers as strong as hits
Starred values were filed as active, the others as inactive; ? = inconclusive; nt = no result given. This is a subset (hit frequency here may not be typical).

SMILES	Phagocytosis inh	E-sel TNF inh	Yeast growth inh	GALR2 blocker	NPY Y2 blocker	HCT116 bCat-KO	Yeast lifespan up	MRP-1 activ	HCT116 PTEN-null	Measles CPE
O=c1[nH]c(=O)n(Cc2ccccc2)c(O)c1C=NCCCn1ccnc1	-0.9	nt	-26.5	3.4	0.5	86.6	7.4	-0.9	92.9	11.1
CC1=C(C(=O)N2CCC3(CC2)OCCO3)C2(CCC(C)CC2)OC1=O (stereo not given)	-0.2	?	-15.5	-12.3	-0.7	104.0	-8.8	-0.6	88.4	19.6
NC(=O)Nc1ccc(C(=O)OCC(=O)Nc2ccc(Cl)cc2C(=O)c2ccccc2)cc1	-2.4	4.4	-25.2	9.4	6.2	89.8	-1.7	-1.0	88.8	7.1
N[C@@H](Cc1c[nH]c2ccccc12)c1nnc(SCc2ccccc2F)o1	-0.5	-63.4	-37.1	9.7	5.8	85.3	-15.5	-4.4	91.8	3.6
C=C1N2CCC(CC2)C1(O)c1ccc(C)c(C)c1 (stereo not given)	nt	27.5	-14.1	4.5	1.1	93.1	nt	-2.6	93.4	5.7
Cc1ccc(-c2nc3ccccc3c(=O)n2-c2ccccn2)cc1	nt	nt	-11.0	-3.5	3.3	93.2	14.7	-1.6	93.4	6.8
Cc1nc2c(-c3ccccc3)c(C)nn2c(C)c1CCC(=O)N1CCC2(CC1)OCCO2	nt	-17.4	-38.8	-6.1	5.5	89.5	nt	-3.4	91.3	6.2
C=CCOc1ccc(CC2C(=O)N(C)C(=O)N(C)C2=O)cc1	-0.1	-9.6	-42.3	-4.2	4.0	72.5	-17.2	-0.6	80.6	7.4
CCOC(=O)C(=O)NC1CCSC1=O (stereo not given)	-0.1	-0.6	-50.2	-0.5	-0.7	93.0	-5.6	1.0	112.6	8.2
CCOC(=O)c1ccc(NC(=O)C2C3C=CC(O3)C2C(=O)O)cc1 (stereo not given)	0.0	-17.4	3.5	5.1	1.4	91.1	-6.9	-1.1	104.8	11.2
COc1ccccc1N1C(=O)NC(=O)C2(Cc3cc(C)ccc3N(C)C2)C1=O (stereo not given)	-0.7	12.7	-30.2	-4.3	5.0	90.2	-4.4	-0.8	88.0	3.9
CN(C)CC#CCOCCOCCC#N	0.3	24.7	-44.1	2.2	0.2	96.3	-2.5	-0.7	103.8	10.3
CC1(C)C(c2ccccc2)=NC(c2cccnc2)N1O (stereo not given)	8.3	-9.2	-17.1	-3.6	-0.2	102.4	-2.2	-2.4	92.6	19.9
C/C(CCc1c[nH]c2ccccc12)=N\O	nt	nt	-25.8	2.6	3.4	116.0	-13.0	-3.6	99.0	8.4
FC(F)(F)c1ccc2c(c1)N(CCCN1CCN(CCCl)CC1)c1ccccc1S2	0.0	10.2	-38.2	-5.3	1.0	67.5	-7.9	-5.6	56.0	2.0
C=CCn1c(O)c(C(C)=NCCN2CCCCC2)c(=O)[nH]c1=O	-0.2	15.9	-2.3	-2.7	-0.2	89.3	-10.1	0.2	100.5	11.0
Cc1nc2c(c(C)nn2-c2ccccc2)c(C)c1CCC(=O)N1CCC2(CC1)OCCO2	-1.7	-34.2	-54.0	-1.8	2.6	77.1	-34.7	-3.1	77.1	25.1
CCCC(=O)NC(Oc1ccccc1Cl)C(Cl)(Cl)Cl (stereo not given)	1.8	-16.2	-16.7	-3.4	1.3	92.7	7.4	-0.6	97.3	3.2
CC1CN(c2ccc([N+](=O)[O-])c3cccnc23)CC(C)N1 (stereo not given)	-1.7	-54.8	-4.2	-4.3	7.6	83.5	-8.3	-2.0	75.0	2.8
Cc1cccc(NC(=S)N2CC3CC(C2)c2cccc(=O)n2C3)c1C (stereo not given)	nt	nt	6.7	-0.2	1.5	97.3	-2.5	1.5	104.9	nt
CC(=NCc1cccnc1)c1c(O)n(Cc2ccccc2)c(=O)[nH]c1=O	nt	0.7	-29.2	5.1	0.9	98.2	nt	-0.8	99.2	8.7
CCn1c(C)c(C(=O)O)c2cc(OC)ccc21	0.9	7.6	-31.9	2.1	1.9	95.4	-7.8	-2.9	96.6	8.9
Cc1ccc(Cl)cc1N1CCN(CCN)CC1	0.6	-13.6	-24.4	2.4	2.9	52.1	-14.4	-3.7	58.5	10.4
CCC(=O)CC(c1ccc([N+](=O)[O-])cc1)c1c(O)c2ccccc2oc1=O (stereo not given)	-2.9	16.5	-25.8	-7.0	1.6	90.8	-13.8	1.9	97.4	15.5
Cc1c(N=Nc2c(O)[nH]c(=S)[nH]c2=O)c(=O)n(-c2ccccc2)n1C	-8.2	nt	-4.5	-9.2	0.1	96.4	-3.4	1.0	96.7	4.0
C=C(C)c1cccc(C(C)(C)NC(=O)NC2CN3CCC2CC3)c1 (stereo not given)	-0.3	-9.5	-34.6	0.4	3.0	87.3	-0.7	-0.9	93.1	5.0
COc1cccc(OC)c1C(=O)Nc1nc(N)n(-c2ccccc2)n1	0.0	0.3	-28.8	-14.6	1.4	95.3	-6.2	-2.0	103.8	7.0
Cc1[nH]c2ccccc2c1C(=O)CN1CC=C(c2ccccc2)CC1	-3.0	-37.0	-20.4	5.8	4.7	69.6	11.1	-2.4	78.2	2.9
CCOC(=O)c1c(-c2ccc(OC)cc2)oc2ccc(OC(=O)N(C)C)cc12	-0.5	-15.3	-43.0	-7.6	-2.6	57.7	-15.1	-4.5	55.4	4.9
CN1C(=O)C(C2c3ccccc3C(=O)N2Cc2ccc([N+](=O)[O-])cc2)C(=O)N(C)C1=O (stereo not given)	-1.6	-3.2	4.4	1.8	4.2	99.3	-22.3	-1.7	93.2	9.4
CC(C(=O)Nc1ccc(Br)cc1C(=O)c1ccccc1)N1CCOCC1 (stereo not given)	-0.1	1.1	-18.2	0.8	6.1	81.9	-3.5	-1.8	87.7	3.0
Cc1cc(C)cc(N2C(=O)NC(=O)/C(=C\c3cccn3-c3ccc(Cl)cc3)C2=O)c1	1.4	-3.8	-32.9	-6.5	0.9	43.6	-1.8	-3.8	27.1	5.4
CC(=O)NC(C)Cc1ccccc1 (stereo not given)	1.4	-1.5	-15.2	-10.2	-2.3	100.6	0.5	-1.1	106.7	2.0
O=C(CF)NC(Nc1cccc2cccnc12)C(Cl)(Cl)Cl (stereo not given)	-1.4	nt	6.6	-12.3	3.2	92.4	0.7	-1.9	94.0	0.4
OCCN(CC#CC(O)(c1ccccc1)C1CCCC1)CCO (stereo not given)	-0.8	nt	13.0	2.7	-0.2	101.8	-5.2	-1.4	96.4	24.5
Cn1c(O)c(C=NCc2cccs2)c(=O)n(C)c1=O	-0.4	nt	-34.5	1.0	2.4	99.2	-9.5	0.1	nt	2.6
O=C(c1ccco1)c1cn(Cc2ccc(Cl)cc2)c2ccccc12	-0.3	3.3	-38.8	5.5	17.0	52.8	-0.6	-5.3	60.0	2.2
CC(=O)c1ccc2c(c1)C1C(Cl)C(Sc3ccccc3[N+](=O)[O-])CC1C(c1ccccc1)N2 (stereo not given)	-0.6	-24.4	-94.3	-4.0	-0.7	70.4	-0.4	-2.4	76.2	12.3
CN1CCN(Cc2ccccc2Sc2ccccc2)CC1	-2.6	nt	-21.1	5.3	5.3	76.4	2.3	-2.4	77.4	24.2
COc1ccc(-c2nc3ccccc3n2OC(=O)N(C)C)cc1	-0.9	16.8	-25.6	3.9	4.9	106.7	10.0	-0.4	104.7	17.5
Cc1ccccc1CCNCc1ccc(Br)cc1	-3.7	nt	-28.0	4.1	6.9	90.1	2.1	-2.6	91.9	6.5
O=C(COc1ccc(S(=O)(=O)N2CCCCC2)cc1)N1CCN(Cc2ccccc2)CC1	-0.6	-7.7	7.4	18.8	4.8	80.4	-24.5	-2.3	81.5	22.2
O=C1NC(=O)C2(Cc3ccccc3N3CCOCC32)C(=O)N1c1ccccc1 (stereo not given)	-0.3	-7.7	-19.2	-7.8	-1.5	28.1	-11.0	-1.2	24.4	10.2
O=c1[nH]c(=O)n(-c2cccc(Cl)c2)c(O)c1C=NCCCN1CCOCC1	-0.1	42.1	-27.3	0.6	-1.1	92.8	-26.1	-1.7	88.4	29.4
CCN(CC)c1ccc(N=Cc2c(O)n(CCC3=CCCCC3)c(=O)[nH]c2=O)cc1	-0.8	nt	-44.2	-13.5	2.0	58.5	-10.4	-3.4	47.1	11.5
O=C(c1ccncc1)C12CN3CN(CN(C3)C1)C2	-1.5	-1.1	-53.5	-20.1	4.0	97.2	-5.5	0.2	100.3	12.5
COc1ccc(OC)c(CC(=O)O)c1	-0.1	nt	-17.9	1.5	5.8	90.3	-1.2	-0.6	99.0	7.9
CCCCNc1ccncc1S(=O)(=O)NC(=O)NC(C)C	nt	-29.0	-20.2	0.5	-1.0	92.5	nt	0.9	106.2	11.8
CCC(=O)c1c(O)n(C2CCCCCC2)c(=O)[nH]c1=O	-0.5	1.6	89.5*	-11.8	0.8	71.6	-9.9	-5.2	76.6	8.0
O=c1[nH]c(=S)n(Cc2ccc(F)cc2)c(O)c1C=NCc1cccnc1	-0.2	19.8	-59.4	-13.1	1.2	79.9	2.2	-2.3	80.4	3.9
COc1ccc(CCn2c(O)c(C=NCc3cccnc3)c(=O)[nH]c2=O)cc1OC	nt	7.1	-7.4	7.7	1.5	90.0	-10.5	-3.0	98.9	6.0
CC1CCN(C(=O)CCl)CC1	-5.9	nt	-46.3	13.7	0.0	63.8	7.1	-4.8	69.3	4.3
CC(=O)OC1(c2ccccc2)CCN(C)C(C)C1C (stereo not given)	nt	-16.0	-11.3	1.9	6.1	96.7	nt	0.6	94.0	11.0
O=C(Oc1c(Cl)cc(Cl)c2ccccc12)N1CCCCC1	-1.6	-4.4	-31.0	-24.2	3.6	83.0	-6.8	-1.5	81.0	12.4
CN(C)CCN=Cc1c(O)n(-c2cccc3ccccc23)c(=O)[nH]c1=O	0.7	-12.2	-15.8	-5.1	1.4	102.1	-22.4	-1.8	97.5	4.1
CC1(C)CC(=O)C(C=NCCN2CCN(C(=O)Cc3ccc(Cl)cc3)CC2)=C(O)C1	-0.2	-3.4	-1.6	-0.6	0.0	92.8	51.8	-2.4	93.5	3.7
Fc1ccc(C2=CCN(C(c3ccc(Cl)cc3)c3nnnn3Cc3ccccc3)CC2)cc1 (stereo not given)	-6.5	nt	-45.3	-7.8	11.2	64.5	6.8	-0.1	67.8	4.3
